Bioassay records as filed in PubChem BioAssay.
NTR1 agonist = agonists of NTR1, primary screen, imaging, U2OS cells, beta-arrestin-GFP, high content (AID 493036) | 330,000 compounds, 0.17% hits | NTR1-U2OS beta-arrestin-GFP spot imaging, agonist mode | activation, % at 20 µM | P30989;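 active = activation at or above 40% of the spot to cytoplasm intensity ratio, with at least 20 cells analyzed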;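 note: 0% = DMSO without peptide and 100% = 100 nM NTR1 peptide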
Target sequence (P30989 whole entry, looked up): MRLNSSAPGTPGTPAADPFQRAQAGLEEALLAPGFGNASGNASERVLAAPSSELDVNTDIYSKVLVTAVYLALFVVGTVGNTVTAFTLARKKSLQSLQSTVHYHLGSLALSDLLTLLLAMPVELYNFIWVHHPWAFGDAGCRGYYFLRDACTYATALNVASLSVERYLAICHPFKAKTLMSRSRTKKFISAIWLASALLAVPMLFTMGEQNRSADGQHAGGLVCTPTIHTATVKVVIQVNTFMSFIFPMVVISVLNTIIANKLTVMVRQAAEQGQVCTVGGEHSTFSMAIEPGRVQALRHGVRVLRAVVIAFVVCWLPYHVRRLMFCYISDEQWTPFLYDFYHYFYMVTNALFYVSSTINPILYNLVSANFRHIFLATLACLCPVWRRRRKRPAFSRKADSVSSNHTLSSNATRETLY
Dengue-2 NS5 capping = flavivirus cap methylation enzyme inhibition – biochemical, confirmation dose response, primary screen (AID 588689). 340,000 compounds, 0.3% hits. inhibition, % at 25 µM, or IC50 in µM where a hit was titrated. Dengue-2 NS5 methyltransferase capping enzyme assay, biochemical; higher % means a stronger effect; in the data active = a potency from the dose series
Rac1 GTP hydrolysis = MgcRacGAP GTPase-activating activity inhibitors, confirmation, biochemical, ADP Hunter fluorescence. MgcRacGAP-stimulated Rac1 GTP hydrolysis, ADP Hunter fluorescence; higher % means a stronger effect; GST-tagged Rac1 F28L mutant substrate. inhibition, % at 30 µM; hits with a dose series show IC50 in µM. 340,000 compounds, 0.6% hits. AID 624330;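 active = first-screen hits whose inhibition reached a set limit at any dose in the follow-up dose series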;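 note: fluorescence reports GDP produced by GAP-driven GTP hydrolysis; strong numbers were not always called active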
NTR1 agonist cell count 20 µM = second read-out of NTR1 agonist, no call of its own (marks repeat the call); cell count; measured here: cell count, cytotoxicity flag
Dengue-2 NS5 capping pilot replicate = further read-out of Dengue-2 NS5 capping, marked with its call; inhibition, %; measured here: pilot screen replicate inhibition
The depositor's hits bear a star. This is a subset (hit frequency here may not be typical).

SMILES	NTR1 agonist	NTR1 agonist cell count 20 µM	Dengue-2 NS5 capping	Rac1 GTP hydrolysis	others
Cc1noc(C)c1C(=O)Nc1cccc(S(=O)(=O)N2CCCCC2)c1	4.5	52	0%	-1%
Cc1cc(C)cc(NC(=O)COC(=O)CNC(=O)C2CCCCC2)c1	0.2	91	-5%	1%
CCOC(=O)CCC(=O)Nc1ncnc2c1C(c1ccccc1)c1c(ccc3ccccc13)O2 (stereo not drawn)	5.5	50	-2%	0%
COc1ccc(C(=O)NCc2ccncc2)cc1S(=O)(=O)NCc1ccc(Cl)cc1	-0.6	67	3%	-2%
c1nc(C2CCCCC2)cc2cc3c(cc12)OCO3	7.9	59	-7%	8%	Dengue-2 NS5 capping pilot replicate=-2.5
Cc1noc(C)c1S(=O)(=O)Nc1ccc2c(c1)C(=O)N([C@H](C)CO)C[C@H](C)[C@@H](CN(C)C(=O)NC(C)C)O2	0.2	55	1%	5%	Dengue-2 NS5 capping pilot replicate=-2.1
C=CCNc1nc(C(=O)OCC(=O)c2cccc(Br)c2)cs1	-1.5	93	2%	10%
Cc1ccc(-n2c(C)nnc2SCC(=O)N(C)c2c(N)n(Cc3ccccc3)c(=O)[nH]c2=O)cc1	0.3	70	4%	6%
O=C(CN1C(=O)NC2(CCc3ccccc32)C1=O)Nc1ccccc1OC(F)F (stereo not drawn)	2.0	83	-9%	2%
CCN(C(=O)CN1CCCCCC1)c1c(N)n(Cc2ccccc2)c(=O)[nH]c1=O	-0.2	54	-6%	-1%
CSCCC(NC(=O)c1ccccc1)C(=O)NCC(C)(C)N1CCOCC1 (stereo not drawn)	-0.8	56	5%	-7%
COc1cc(/C=C/C(=O)OCC(=O)NCc2ccc(F)cc2)ccc1O	0.0	64	3%	36µM*
Cc1csc(CNc2ncnc3ccc(-c4ccc5c(c4)OCCO5)cc23)c1	-0.8	50	3%	9%
Cc1nc2ccc(NS(=O)(=O)c3c(F)cc(F)cc3Br)cc2s1	-0.3	93	-9%	8%
Cc1sc2nc(CSCC(=O)N3CC(C)OC(C)C3)[nH]c(=O)c2c1C (stereo not drawn)	-0.6	91	15%	3%
CN(Cc1ccccc1Cl)C(=O)CCNC(=O)c1ccco1	-0.8	48	1%	6%
CN(C)S(=O)(=O)c1cccc(NC(=O)CN2C(=O)NC(Cc3ccccc3)C2=O)c1 (stereo not drawn)	1.6	66	-1%	5%
COc1cc(-c2noc(C)c2C(=O)NCCCn2ccnc2)cc(OC)c1OC	0.5	55	-1%	9%
O=C(CN1C(=O)NC2(CCCC2)C1=O)OCC(=O)c1cccc(Cl)c1	-0.9	53	0%	2%
CCOC(=O)[C@H]1[C@H]2COc3ccccc3[C@@H]2N2C(=O)CNC(=O)[C@@]12C	2.9	58	-5%	1%
Cc1c(C2(O)CCCCC2)[nH]c2ccc(C#N)cc12	-1.4	49	1%	15%
CCCc1cc(=O)[nH]c(SCC(=O)Nc2ccc3ccccc3c2)n1	1.4	74	-5%	6%
O=C(COC(=O)c1ccc(C(F)(F)F)cc1)Nc1cccc(S(=O)(=O)NC2=NCCCCC2)c1	-1.1	63	-6%	3%
Cc1nn(-c2ccccc2)c(C)c1/C=C/C(=O)OCC(=O)Nc1ccc(S(N)(=O)=O)cc1	5.2	50	3%	5%
Cc1ccc2c(c1)C(=O)C(=O)N2Cc1ccc(C(F)(F)F)cc1	10	62	4%	4%

(next part)
SMILES	NTR1 agonist	NTR1 agonist cell count 20 µM	Dengue-2 NS5 capping	Rac1 GTP hydrolysis	others
COc1cc(SC)ccc1C(=O)NNC(=O)C1COc2ccccc2O1 (stereo not drawn)	-0.9	44	-3%	5%
Cc1cc(C)c(C)c(S(=O)(=O)N2CCC(C(=O)NCc3ccco3)CC2)c1C	-1.3	91	-4%	9%
CC1CCCC(NC(=O)c2cccs2)C1C (stereo not drawn)	-2.6	48	-7%	-1%
COc1ccc(CNC(=O)c2ccc(NS(=O)(=O)c3ccc4[nH]c(=O)[nH]c4c3)cc2)cc1OC	-0.2	69	-10%	6%
O=C(Nc1cc(S(=O)(=O)N2CCOCC2)ccc1N1CCOCC1)c1cccs1	-0.5	55	-1%	4%
COC(=O)c1ccc(OCC(=O)NC2CCCCCCC2)cc1	0.5	60	2%	-4%
CCN(CC(=O)Nc1ccc(NC(C)=O)cc1)C(=O)CCCc1c[nH]c2ccccc12	1.2	70	-8%	2%
Cc1cc(=O)oc2cc(OCC(=O)N3CC(=O)Nc4ccccc43)c(Cl)cc12	3.1	67	15%	4%
Cc1ccc(S(=O)(=O)NCCC(=O)NNC(=O)c2ccccc2Cl)cc1C	2.3	66	1%	10%
COc1cc(NC(=O)CN2C(=O)NC3(CCOc4ccccc43)C2=O)cc(OC)c1 (stereo not drawn)	-0.4	65	5%	3%
COc1cc(C(=O)NC(=S)N2CCN(C)CC2)cc(OC)c1OC	3.6	66	-4%	5%
Cc1cc(NC(=O)CSc2nc3c(cnn3-c3cccc(Cl)c3)c(=O)[nH]2)no1	2.0	52	-1%	6%
COc1ccc(NC(=O)COc2ccccc2Cl)cc1S(=O)(=O)N1CCCCC1	1.3	60	-2%	-8%
Cc1ccc(Cl)cc1NC(=O)CN1C(=O)NC(C)(C2CC2)C1=O (stereo not drawn)	-1.4	66	-6%	1%
Cn1c(-c2ccsc2)c(-c2cccs2)c2cc(-c3cccc4[nH]ccc34)ccc21	-0.5	52	-11%	11%
NC(=O)c1ccsc1NC(=O)COC(=O)c1cccnc1Cl	6.9	48	11%	5%
CCC1(c2ccc(Cl)cc2)NC(=O)N(CC(=O)NC2CCCC(C)C2C)C1=O (stereo not drawn)	-0.4	65	-1%	4%
COc1ccc(C(CNC(=O)c2ccco2)N2CCCC2)cc1 (stereo not drawn)	-0.7	66	-9%	5%
CCCCCCCC(=O)O	0.6	72	-2%	-12%
COc1ccc(-c2nc3ccc(Cl)cn3c2NC2CCCCC2)cc1SC1CCCCC1	0.6	60	-22%	2%
CSc1ncccc1C(=O)OCC(=O)NCCc1ccccc1	-0.3	60	-2%	4%
Cc1cccc(NC(=O)C(C)Sc2nc3ccccc3c(=O)n2CCCN2CCOCC2)c1 (stereo not drawn)	2.4	56	-3%	3%
CCN(CC(=O)Nc1ccccc1OC)Cc1csc(CC(=O)Nc2ccc(C)cc2)n1	2.6	50	-11%	2%
Cc1ccc(-c2c(C)sc3nc(CN4CCN(CC(=O)NC5CC5)CC4)[nH]c(=O)c23)cc1	0.7	59	-8%	3%
CC(Sc1nnc(C2CC2)n1C1CC1)C(=O)Nc1ccccc1C#N (stereo not drawn)	-1.4	69	-4%	4%

Molecules from the list above that have two or more sulfur atoms (four):
SMILES	NTR1 agonist	NTR1 agonist cell count 20 µM	Dengue-2 NS5 capping	Rac1 GTP hydrolysis	others
Cc1nc2ccc(NS(=O)(=O)c3c(F)cc(F)cc3Br)cc2s1	-0.3	93	-9%	8%
Cc1sc2nc(CSCC(=O)N3CC(C)OC(C)C3)[nH]c(=O)c2c1C (stereo not drawn)	-0.6	91	15%	3%
O=C(Nc1cc(S(=O)(=O)N2CCOCC2)ccc1N1CCOCC1)c1cccs1	-0.5	55	-1%	4%
Cn1c(-c2ccsc2)c(-c2cccs2)c2cc(-c3cccc4[nH]ccc34)ccc21	-0.5	52	-11%	11%

(continued)
SMILES	NTR1 agonist	NTR1 agonist cell count 20 µM	Dengue-2 NS5 capping	Rac1 GTP hydrolysis	others
CCOC(=O)Cc1csc(NC(=O)c2ccc(N3CCOCC3)cc2[N+](=O)[O-])n1	5.9	76	4%	4%
CC1CN(S(=O)(=O)c2cc(C(=O)NCc3ccncc3)ccc2Cl)CC(C)O1 (stereo not drawn)	-1.5	98	-3%	4%
Cc1ccc(S(=O)(=O)CC(=O)NCc2ccc(Cl)cc2)cc1	0.1	50	-9%	3%
COc1cc([N+](=O)[O-])ccc1NC(=O)COC(=O)C1=NN(c2ccccc2)C(=O)CC1	2.3	48	-9%	5%
CCC(C(=O)OCc1csc(CC(=O)Nc2ccccc2C)n1)c1ccccc1 (stereo not drawn)	0.1	66	-11%	-1%
C[C@@H](NS(=O)(=O)c1ccc(Br)cc1F)[C@@H](O)c1ccccc1	-0.5	56	-5%	9%	Dengue-2 NS5 capping pilot replicate=5.8
O=C1C=C(c2cc3ccccc3o2)C[C@@H](c2ccc(F)cc2)C1	2.5	57	-2%	-5%
CCCc1cc(=O)[nH]c(SCC(=O)Nc2sccc2C#N)n1	-0.3	62	-4%	6%
CCOC(=O)CN(C(=O)COC(=O)C1=NNC(=O)CC1)c1ccc(F)cc1	-2.5	28	-1%	4%
COc1ccc(C(=O)NNC(=O)c2ccc(F)c(S(=O)(=O)N3CCOCC3)c2)cc1	0.6	53	-11%	-8%
O=C(C[C@@H]1C/C=C\C[C@@H](Cc2ccc(F)cc2)C(=O)OC[C@@H]2CCCN2C1=O)NCCO	-0.3	55	-8%	5%	Dengue-2 NS5 capping pilot replicate=-0.9
CCOc1ccc(NC(=O)CSc2nnc(C3CC3)n2C)cc1S(=O)(=O)N1CCCCC1	-0.5	98	-4%	8%
CCn1c(C)cc(C(=O)COC(=O)c2ccccc2[N+](=O)[O-])c1C	2.1	35	-8%	7%
Cc1nn(-c2ccccc2)c(Cl)c1C(=O)OCC(=O)NCCc1ccc(S(N)(=O)=O)cc1	-0.3	61	-2%	2%
CC(OC(=O)CN1C(=O)NC2(CCCC2)C1=O)c1ccc(F)cc1 (stereo not drawn)	2.2	54	-1%	3%
O=C(c1ccc(F)cc1F)N1CCN(S(=O)(=O)c2ccc3c(c2)OCCO3)CC1	1.6	62	-5%	7%
Cc1noc(C)c1NC(=O)N(C)C[C@H]1Oc2ccc(NC(=O)NC(C)C)cc2C(=O)N([C@H](C)CO)C[C@@H]1C	-2.1	56	-8%	11%
COc1cc(NC(=O)CN2C(=O)NC(CC(C)C)C2=O)cc(OC)c1OC (stereo not drawn)	0.8	71	-8%	6%
CC(C)(C)OC(=O)NCCCCCNC(=O)c1ncn(Cc2ccccc2)c1C(=O)NCCCCCNC(=O)OC(C)(C)C	2.1	52	-6%	6%
CN1C(=O)[C@H]2[C@@H](/C=C/c3ccccc3)N3C(=O)CN(Cc4ccc(-c5ccccc5)cc4)C(=O)[C@@]3(C)[C@H]2C1=O	6.7	55	6%	7%
O=C(CNCc1ccccc1Cl)Nc1cc(S(=O)(=O)N2CCOCC2)ccc1Cl	2.4	53	-7%	16%
O=C(COC(=O)/C=C/c1cccc(Cl)c1)NCc1cccs1	-0.3	71	-11%	3%
CC(=O)c1ccc(-c2ccc(C(=O)Nc3nc(C)c(C(C)=O)s3)o2)cc1	-0.3	58	-4%	5%
Cc1cc(CC(=O)O)n(C)c1C(=O)c1ccc(Cl)cc1	2.6	60	-6%	2%
Cc1ccc2c(c1)C1C[N+](C)(CC(=O)Nc3ccccc3Cl)CCC1N2C(=O)c1ccccc1Cl (stereo not drawn)	-1.2	48	-4%	4%
C=CC[C@H](CC(=O)OC(C)(C)C)C(=O)OC[C@@H]1CCCN1C(=O)[C@H](CC=C)CC(=O)N[C@H](CO)Cc1ccccc1	0.7	48	6%	-4%
C=CC[C@@H](CC(=O)N(CCO)Cc1ccccc1)C(=O)N[C@H](COC(=O)[C@@H](CC=C)CC(=O)OC(C)(C)C)c1ccccc1	2.8	69	-4%	1%
COc1ccc([C@@H]2CC(=O)c3c(O)cc(O[C@@H]4OC(CO[C@@H]5OC(C)[C@H](O)[C@@H](O)[C@H]5O)[C@@H](O)[C@H](O)[C@H]4O)cc3O2)cc1O (stereo partly drawn)	-1.9	59	-2%	-9%
Cc1noc(C)c1S(=O)(=O)Nc1ccc2c(c1)C(=O)N([C@H](C)CO)C[C@@H](C)[C@@H](CN(C)Cc1ccc3c(c1)OCO3)O2	5.5	54	3%	1%	Dengue-2 NS5 capping pilot replicate=1.2
N#CCCN(C(=O)COC(=O)c1n[nH]c2ccccc12)c1ccccc1	1.4	61	-4%	2%

Ordered by SMILES length (rising): part of the list above.
SMILES	NTR1 agonist	NTR1 agonist cell count 20 µM	Dengue-2 NS5 capping	Rac1 GTP hydrolysis	others
C=CCNc1nc(C(=O)OCC(=O)c2cccc(Br)c2)cs1	-1.5	93	2%	10%
Cc1ccc(S(=O)(=O)CC(=O)NCc2ccc(Cl)cc2)cc1	0.1	50	-9%	3%
CCCc1cc(=O)[nH]c(SCC(=O)Nc2ccc3ccccc3c2)n1	1.4	74	-5%	6%
Cc1ccc2c(c1)C(=O)C(=O)N2Cc1ccc(C(F)(F)F)cc1	10	62	4%	4%
O=C(CN1C(=O)NC2(CCCC2)C1=O)OCC(=O)c1cccc(Cl)c1	-0.9	53	0%	2%
O=C(Nc1cc(S(=O)(=O)N2CCOCC2)ccc1N1CCOCC1)c1cccs1	-0.5	55	-1%	4%
CCOC(=O)[C@H]1[C@H]2COc3ccccc3[C@@H]2N2C(=O)CNC(=O)[C@@]12C	2.9	58	-5%	1%
